Screening results (PubChem)
KOR beta-arrestin-1: KOR antagonists, beta-arrestin recruitment, cell-based, luminescence, uHTS (AID 1778) | KOR beta-arrestin recruitment, luminescence, antagonist mode; higher % means a stronger effect | 0.091% of 290,000 active | inhibition, % at 10 µM, or IC50 in µM where a hit was titrated; in the data active = inhibition above about 50%; also: strong numbers were not always called active
KOR beta-arrestin-2: KOR agonists, beta-arrestin recruitment, primary screen, cell-based, luminescence, uHTS (AID 1777). 0.02% of 280,000 active. KOR beta-arrestin recruitment, luminescence; higher % means a stronger effect. activation, % at 10 µM, or EC50 in µM where a hit was titrated; in the data active = activation above about 50%, passing the limit was not always enough; also: a part of the inactive calls stands beside numbers as strong as those of hits
NTR1 ag: NTR1-driven beta-arrestin-GFP spot formation – imaging, U2OS cells, high content, primary screen (AID 493036); 0.17% of 330,000 active; activation, % at 20 µM; agonist mode; P30989;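 active = activation at or above 40% of the spot to cytoplasm intensity ratio, with at least 20 cells analyzed; inconclusive = wells under 20 cells, flagged as cytotoxic or low count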;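 also: 0% = DMSO without peptide and 100% = 100 nM NTR1 peptide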
Target sequence (P30989 whole entry, looked up): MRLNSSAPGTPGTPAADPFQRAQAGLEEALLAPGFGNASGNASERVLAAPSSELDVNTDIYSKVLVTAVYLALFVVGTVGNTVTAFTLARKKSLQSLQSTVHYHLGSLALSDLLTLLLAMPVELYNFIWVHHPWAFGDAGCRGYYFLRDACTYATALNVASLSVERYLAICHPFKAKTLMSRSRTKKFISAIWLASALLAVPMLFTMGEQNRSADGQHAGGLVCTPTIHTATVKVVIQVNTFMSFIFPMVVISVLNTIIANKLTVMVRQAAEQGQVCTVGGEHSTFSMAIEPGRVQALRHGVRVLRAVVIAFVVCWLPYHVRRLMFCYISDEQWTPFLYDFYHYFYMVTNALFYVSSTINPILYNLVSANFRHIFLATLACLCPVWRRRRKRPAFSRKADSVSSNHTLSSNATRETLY
GPR55 LPI antagonism: GPR55 antagonists blocking LPI-driven arrestin recruitment, primary screen, imaging, U2OS, beta-arrestin-GFP, LPI agonist (AID 2013). 0.13% of 290,000 active. U2OS GPR55 beta-arrestin-GFP translocation imaging, LPI antagonism; higher % means a stronger effect. one-dose inhibition, % at 10 µM; IC50 in µM for titrated hits;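 active = spots per cell inhibited over 60%, with over 100 cells counted and total cytoplasm intensity under 500,000; inconclusive = wells with under 100 cells, flagged as likely toxic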;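 also: U2OS cells stably carrying GPR55 and arrestin-GFP stimulated by 5 µM LPI near EC80; imaged beta-arrestin-GFP aggregate spots per cell after agonist stimulation; plate controls were LPI-stimulated DMSO wells for no effect and DMSO wells without LPI for full effect; some results filed as inactive read as strong as hits; confirmed hits need IC50 under 10 µM and bright autofluorescent wells are also inconclusive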
NOD1 NF-kB reporter: inhibition of NOD1-driven NF-kB reporter – cell-based, luminescence, uHTS, primary screen (AID 1578) | NOD1-driven NF-kB luciferase reporter cells, luminescence; higher % means a stronger effect | inhibition, % at 4 µM; hits with a dose series show EC50 in µM | 1% of 290,000 active; in the data active = inhibition mostly above about 36%, no sharp cut-off; inactive = mostly below about 34%;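 also: HEK-293T reporter cells stimulated with the NOD1 agonist gamma-tri-DAP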
GPR55 activation: GPR55 agonists via beta-arrestin recruitment, primary screen, imaging, U2OS cells, beta-arrestin-GFP redistribution (AID 1961) | U2OS GPR55 beta-arrestin-GFP redistribution imaging; higher % means a stronger effect | activation, % at 10 µM, or EC50 in µM where a hit was titrated | 0.048% of 290,000 active;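 active = activation above 40% with more than 50 cells counted in the well; inconclusive = wells holding fewer than 50 cells, flagged as toxic or sparse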;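 also: U2OS osteosarcoma cells stably expressing GPR55 and beta-arrestin-GFP; plate controls were DMSO negative control for no effect and LPI positive control for full effect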
GPR35 antagonists: inhibition of zaprinast-stimulated GPR35 beta-arrestin translocation – imaging, U2OS, beta-arrestin-GFP, zaprinast agonist, primary screen (AID 2058); U2OS GPR35 beta-arrestin-GFP translocation imaging, zaprinast antagonism; higher % means a stronger effect; 0.052% of 290,000 active; inhibition, % at 10 µM; hits with a dose series show IC50 in µM;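 active = inhibition of at least 50% with at least 30 cells and total cytoplasm GFP at most 10,000,000; inconclusive = under 30 cells or total GFP of 10,000,000 plus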
MgcRacGAP inhibition: MgcRacGAP GTPase-activating activity inhibitors, confirmation, biochemical, ADP Hunter fluorescence. MgcRacGAP-stimulated Rac1 GTP hydrolysis, ADP Hunter fluorescence; higher % means a stronger effect; GST-tagged Rac1 F28L mutant substrate. inhibition, % at 30 µM, or IC50 in µM where a hit was titrated. 0.6% of 340,000 active. AID 624330;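 active = first-screen hits whose inhibition reached a set limit at any dose in the follow-up dose series; inconclusive = inhibition above the set first-screen limit but never retested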;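 also: fluorescence reports GDP produced by GAP-driven GTP hydrolysis; strong numbers were not always called active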
K1F lysis inhibition: protection from phage-mediated lysis, alamar blue read-out – E. coli UTI89, K1F phage, bacterial capsule biogenesis inhibitors (AID 488966); E. coli UTI89 K1F phage lysis, alamar blue, 2 h; higher % means a stronger effect; 0.02% of 340,000 active; inhibition, % at 100 µM; hits with a dose series show IC50 in µM;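 active = phage lysis inhibition, versus mean bacterial control, above a set limit; inconclusive = no clear call, values can overlap the other calls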;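 also: capsule biogenesis inhibitors block K1F phage lysis so surviving cells raise fluorescence; higher fluorescence means more inhibition of phage lysis; actives were called in the ten point dose series up to 300 µM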
NTR1 ag cell count 20 µM: also measured in NTR1 ag; calls as there; cell count; measured here: cell count, cytotoxicity flag
* = called active by the depositor; ? = inconclusive; nt = not tested or not shown; [ ] = remark or other dose. An excerpt; the hit share may differ from the screen's.

SMILES | KOR beta-arrestin-1 | KOR beta-arrestin-2 | NTR1 ag | NTR1 ag cell count 20 µM | GPR55 LPI antagonism | NOD1 NF-kB reporter | GPR55 activation | GPR35 antagonists | MgcRacGAP inhibition | K1F lysis inhibition
COc1ccc(CCn2c(C)cc(C(=O)CSc3nnnn3-c3ccccc3)c2C)cc1 | -39% | 26% | 0.4 | 73 | -5% | -117% | 0.2% | -14% | 5% | 0.3%
CCc1ccccc1N1C(=O)CC(Sc2nccc(C)n2)C1=O (stereo not drawn) | 12% | 2.3% | 1.9 | 73 | 6% | -15% | 1.0% | 5% | 5% | 0.1%
CC1CCCCN1C(=O)c1cc2ccccc2cc1O (stereo not drawn) | -22% | 1.7% | -0.1 | 61 | 4% | -62% | 0.3% | -12% | -3% | 0.8%[50 µM]
CC(C)c1[nH]c(=O)c(C#N)c2c1CSC(C)(C)C2 | 8% | 3.4% | -0.3 | 62 | 10% | -2% | 0.5% | -9% | 8% | 4.4%
Cc1ccc(C(C(=O)NCc2ccc(F)cc2)N(C(=O)c2csnn2)C2CC2)cc1 (stereo not drawn) | -6% | -3.2% | 2.7 | 42 | -2% | -8% | 0.0% | -6% | 9% | 0.0%
CN(C)S(=O)(=O)c1ccc(C(=O)Nc2ccc(Cl)cc2)cc1 | 8% | 2.4% | 1.9 | 42 | 9% | -16% | -0.1% | -1% | 10% | 0.1%
CC(C(=O)Nc1ccc(O)cc1)c1cccc(C(=O)c2ccccc2)c1 (stereo not drawn) | -52%[20 µM] | -1.3% | 1.7 | 54 | -14% | 35% | -0.1% | 5% | nt | nt
Cc1c(N)cc[n+](CC(=O)c2ccccc2)c1C | 2%[20 µM] | nt | -1.3 | 52 | -2% | -4% | 0.6% | 4% | -4% | -0.6%
Brc1ccccc1/C=N/Nc1ccccn1 | -12% | -2.2% | -0.3 | 52 | 20% | -47% | 0.1% | -14% | 1% | -0.1%
CCN(CC)c1ccc(/C=C/c2cc(-c3ccccc3)c3ccccc3n2)cc1 | 17% | -5.4% | nt | nt | 13% | 14% | 2.8% | 37% | 7% | 0.6%
CCCCCCCc1c(C#N)c(N)[nH]c(=S)c1C#N | 18% | 14% | 2.7 | 48 | 0% | -7% | -0.1% | -12% | nt | nt
N=c1n(CCCOc2ccc(F)cc2)c2ccccc2n1CC(N)=O | nt | nt | 0.4 | 58 | 9% | -7% | -0.1% | -2% | 11% | 0.6%[50 µM]
O=C(NC(=S)Nc1ccccc1N1CCOCC1)c1cccs1 | 6% | 4.8% | 7.3 | 46 | -8% | -13% | -0.1% | 19% | 6% | 2.7%
CCN1CCN(C(=S)Nc2ccc(Cl)c(Cl)c2)CC1 | nt | 2.2% | 1.1 | 37 | 4% | 6% | -0.4% | 9% | 8% | 0.0%
O/N=C(/Cc1ccccn1)c1ccccc1 | -67% | 3.0% | 2.1 | 57 | -6% | 2% | -0.1% | 10% | 12% | 1.7%
COc1ccc([C@H](C)NC[C@H](O)c2ccc(O)c(NC=O)c2)cc1 | 12% | -2.6% | 0.0 | 62 | -22% | -5% | -0.3% | -13% | -3% | 2.1%
C/C(Cn1nnc([N+](=O)[O-])n1)=N\NC(=O)c1ccccc1O | 2% | 3.9% | 2.5 | 45 | -5% | 13% | -0.2% | 7% | -12% | 0.0%
CC(C)NC(=O)c1ccc2c3n(nc2c1)-c1ccc(Cl)cc1CO3 | 0% | 1.8% | 2.7 | 55 | 13% | -10% | 0.4% | 0% | 3% | 1.0%
CC(=O)N1CC=CC1(CC(C)C)C(=O)NCCN1CCOCC1 (stereo not drawn) | 33% | -1.4% | 1.7 | 90 | 18% | -42% | 0.2% | -6% | 5% | -0.9%
N/C(=N\OC(=O)c1cccc(Cl)c1)c1cccnc1 | -25% | 3.5% | -0.4 | 50 | -8% | -17% | 0.0% | -9% | 9% | -0.4%
O=C(CSc1nc(O)cc(=O)n1-c1ccccc1)c1ccc(Br)cc1 | 30% | -3.4% | -0.5 | 56 | 9% | -18% | 0.0% | 18% | -1% | -0.2%
Cc1cc(C)n(C(=O)CNC(=O)c2cccc(Cl)c2)n1 | -23% | 5.2% | -0.4 | 52 | -10% | -13% | -0.1% | 1% | 6% | -0.9%
COc1ccc(-c2[nH]ncc2/C=N/NC(=O)c2ccc(Br)cc2)c(OC)c1 | -24% | -0.8% | 1.9 | 78 | 10% | -24% | 0.1% | -13% | 8% | 0.4%[50 µM]
COc1cc(/C=N/NC(=O)c2sc(N)c(C#N)c2C)ccc1O | 21% | 5.9% | 3.9 | 40 | -4% | -14% | -0.1% | -2% | ? | -0.3%
CC(NC(=O)NCCCC(=O)O)(C(F)(F)F)C(F)(F)F | 15% | -8.8% | -1.5 | 52 | -2% | -9% | -0.1% | 2% | 15% | 0.2%

Later entries:
SMILES | KOR beta-arrestin-1 | KOR beta-arrestin-2 | NTR1 ag | NTR1 ag cell count 20 µM | GPR55 LPI antagonism | NOD1 NF-kB reporter | GPR55 activation | GPR35 antagonists | MgcRacGAP inhibition | K1F lysis inhibition
Cn1c(=O)n(C)c2cc(S(=O)(=O)NCc3ccco3)ccc21 | -42% | 5.1% | -1.0 | 46 | 4% | -6% | -0.2% | 3% | 8% | 1.2%
COc1ccc(Cl)cc1C(=O)NCCN(C)C | 6% | -0.7% | -1.6 | 81 | -1% | -7% | 0.2% | 12% | 3% | 0.2%
O=C(O)/C(=C\c1cccc(F)c1)c1ccc(S(=O)(=O)N2CCCCC2)s1 | 110% | -1.3% | 1.7 | 82 | -4% | -14% | 0.2% | 9% | 12% | 0.4%[50 µM]
N#C/C(=C\c1cc2ccccc2nc1N1CCCCC1)C(N)=O | 6% | 6.6% | nt | nt | 8% | -13% | 0.4% | 5% | 4% | -1.0%
COC(=O)c1ccc(OC)c(Cn2c(=O)n(C)c(=O)c3sccc32)c1 | 30% | 0.5% | -1.9 | 55 | 20% | -8% | 0.8% | -6% | 4% | 3.6%
CCc1nnc(NC(=O)CSc2nnc(-c3cccnc3)n2CCc2ccccc2)s1 | 0% | nt | nt | nt | 9% | -12% | 0.1% | 12% | 10% | 1.0%
Cn1c(=O)c2c(ncn2Cc2nnc(N)s2)n(C)c1=O | -20% | -4.3% | -0.6 | 55 | 3% | -23% | 0.6% | 10% | 4% | 0.4%
O=C(NC1CCCC1)C(c1ccccn1)N(C(=O)c1csnn1)c1ccc(F)cc1 (stereo not drawn) | 16% | -0.7% | -2.1 | 47 | 12% | -8% | -0.2% | 4% | 5% | 0.0%
CC(=O)Nc1c(O)nc(SC/C=C/CSc2nc(O)c(NC(C)=O)c(=O)[nH]2)[nH]c1=O | -21% | -2.5% | 2.0 | 79 | 2% | -33% | -0.5% | 0% | -3% | 0.5%
COc1cc(S(=O)(=O)NC2CCCCC2C)ccc1Cl (stereo not drawn) | 6% | -3.4% | 1.2 | 60 | 14% | -1% | -0.2% | -15% | 9% | 0.1%
Nc1sc2c(c1C(=O)NC1CCS(=O)(=O)C1)CCC2 (stereo not drawn) | 36% | -5.7% | -0.1 | 84 | 16% | -5% | -0.3% | 16% | 8% | 5.6%
O=C(c1cccs1)N1CCN(c2cc(Cl)ccc2Cl)CC1 | -36%[20 µM] | 5.5% | 4.6 | 55 | -2% | 15% | -0.1% | 10% | 10% | 0.0%
COc1ccc(CCCC(=O)Nc2ccccc2F)cc1 | -12% | -1.1% | 1.1 | 43 | 9% | -2% | 0.7% | -6% | 3% | 4.8%
NC(=O)C1CCN(Cc2nnnn2Cc2ccco2)CC1 | 13% | 4.7% | -1.8 | 92 | 6% | 2% | -0.2% | 5% | 3% | 4.2%
Cn1c(=O)oc2cc(C(=O)c3ccccc3)ccc21 | 6% | -3.6% | 0.2 | 46 | 5% | -23% | 0.2% | 0% | 9% | -0.1%
CCNC(=O)Nc1cc2nc(C)n(Cc3ccc(Br)cc3)c2nc1C | -7% | 6.0% | 1.3 | 60 | 10% | 24% | -0.4% | 4% | -3% | 0.0%
O=C(NC(=S)NC1C2CC3CC(C2)CC1C3)c1ccccc1 (stereo not drawn) | 20% | -0.5% | 21 | 79 | 30% | -4% | 0.2% | 1% | 1% | 0.1%
CCNC(=O)C/C(C)=N/NC(=O)C(=O)Nc1ccc(CC)cc1 | 11% | -3.2% | 4.7 | 43 | 3% | -16% | -0.6% | -11% | 3% | -0.3%
O=C(O)c1ccc(NC(=O)c2ccc(COc3ccc(Cl)cc3)o2)cc1 | 14% | -7.3% | -0.9 | 82 | 5% | -6% | 0.0% | -1% | 10% | 0.8%[50 µM]
c1ccc(-c2oc3ncnc(N4CCOCC4)c3c2-c2ccccc2)cc1 | 27% | 0.5% | nt | nt | 9% | -19% | -0.3% | 7% | nt | nt
CN(C)c1ccc(NC(=S)NCC2CCCO2)cc1 (stereo not drawn) | -11% | -0.7% | -1.0 | 67 | 8% | -25% | -0.2% | 1% | 86µM* | 2.6%[50 µM]
COc1ccc(C(CNC(=O)c2ccc(-c3ccccc3)cc2)N(C)C)cc1OC (stereo not drawn) | 1% | -5.0% | 0.2 | 44 | -2% | 29% | -0.2% | -3% | 8% | 1.0%
CC1CCCCN1C(=O)CCS(=O)(=O)Cc1ccccc1 (stereo not drawn) | -3% | -1.6% | 1.3 | 39 | 10% | -12% | -0.2% | 0% | 5% | 1.5%
COc1ccccc1C1=NNC(=Nc2cccc(S(=O)(=O)N(C)C)c2)SC1 | -47% | 1.0% | 2.7 | 59 | -8% | 17% | 0.2% | -1% | 8% | 0.2%
O=C(O)c1cc(-c2cccs2)nc2ccc(Br)cc12 | -4% | -4.1% | 1.4 | 87 | 14% | -10% | -0.1% | -3% | 5% | 0.1%
Cn1c(=O)oc2cc(S(=O)(=O)NCc3ccc(Cl)cc3)ccc21 | -40% | 0.5% | 0.2 | 53 | -15% | -2% | -0.2% | -3% | 9% | 0.3%
NC(=S)NNC(=O)c1cccc(Cl)c1 | nt | -0.8% | 3.3 | 52 | -15% | 1% | -0.1% | 24% | 0% | -0.7%
CC(=O)c1cccc(NC(=O)CCS(=O)(=O)c2cc3c(cc2C)NC(=O)CO3)c1 | -43% | 9.1% | 0.5 | 66 | -5% | 17% | 0.0% | 4% | 7% | 0.0%
CCn1cc(/C=C(\NC(=O)c2ccc(OC)c(OC)c2)C(=O)NCCCN2CCOCC2)c2ccccc21 | -19% | 2.0% | 0.2 | 56 | -2% | -18% | -0.2% | 5% | -27% | 0.0%
CCOC(=O)N1CCN(C(=O)CSc2nnc(-c3cccc(Cl)c3)o2)CC1 | 25% | -3.0% | -0.1 | 63 | 3% | -21% | 0.2% | 2% | 7% | 4.4%
